KKLEB cytotox – reduces viability of KKLEB cystic fibrosis airway cells; KKLEB CF airway cells viability, ATPlite luminescence, overnight; stronger effect = lower value; cells stimulated with P. aeruginosa culture filtrate; activity change (cytotoxicity), % at 5 µM; 360,000 tested, 0.36% active;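 active = corrected activity change at or below -50% at 5 µM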
NR2F2 inh – blocks human COUP-TFII nuclear receptor. 370,000 tested, 0.7% active. HEK293T NGFI-A luciferase reporter, luminescence. inhibition, % at 8.6 µM. P24468;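 active = inhibition above a per-plate cutoff, mean inhibition of test wells between control levels plus 3 SD, cut at about 38% in these data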;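 also: cells cotransfected with COUP-TFII expression vector driving the NGFI-A reporter; 0% = median of COUP-TF2 test wells and 100% = reporter-only cells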
TROY NFkB inh – inhibitors of TROY-dependent NF-kB signaling | AID 1347056 | 360,000 tested, 0.98% active | Q293 LMP1-TROYcd NF-kB luciferase reporter, 4 h | inhibition, % at 10 µM;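 active = compounds whose plate-normalised and pattern-corrected inhibition of the luciferase reporter signal at the single screening dose is 50% or more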
TRAIL sens C8 – caspase-8 TRAIL sensitization | NB7+C8 cells + TRAIL, ATPlite viability luminescence | inhibition (viability loss, TRAIL sensitization), % at 10 µM | 360,000 tested, 1% active | AID 624354;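 active = compounds causing at least 50% loss of cell viability in the single-dose screen, relative to plate controls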
TWEAK-Fn14 inh – inhibitors of TWEAK-Fn14 interaction signaling | TWEAK-stimulated Fn14 reporter cells, luciferase luminescence, 8 h | 360,000 tested, 2% active | AID 1159606 | inhibition, % at 10 µM; in the data active = inhibition above about 50%
NCOA2 inhibitor – inhibits human steroid receptor coactivator 2; 370,000 tested, 0.17% active; HEK293 GAL4-SRC2 luciferase reporter, luminescence; Q15596; inhibition, % at 9 µM;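 active = inhibition above the mean inhibition of all tested compounds plus 3 SD, set per campaign, cut at about 52% in these data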;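 also: 0% = DMSO treated cells and 100% = cells given Gossypol at 36 µM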
NCOA1 inh – human NCOA1 inhibition; Q15788; HEK293 GAL4-SRC1 luciferase reporter, luminescence; inhibition, % at 3.6 µM; 360,000 tested, 0.12% active; AID 588354;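 active = inhibition above the campaign mean plus 3 SD, with each screening campaign given its own cutoff, cut at about 60% in these data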;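 also: 0% = DMSO treated cells and 100% = gossypol at 36 µM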
Target sequence (Q15788 whole entry, looked up, the tested form may be a part): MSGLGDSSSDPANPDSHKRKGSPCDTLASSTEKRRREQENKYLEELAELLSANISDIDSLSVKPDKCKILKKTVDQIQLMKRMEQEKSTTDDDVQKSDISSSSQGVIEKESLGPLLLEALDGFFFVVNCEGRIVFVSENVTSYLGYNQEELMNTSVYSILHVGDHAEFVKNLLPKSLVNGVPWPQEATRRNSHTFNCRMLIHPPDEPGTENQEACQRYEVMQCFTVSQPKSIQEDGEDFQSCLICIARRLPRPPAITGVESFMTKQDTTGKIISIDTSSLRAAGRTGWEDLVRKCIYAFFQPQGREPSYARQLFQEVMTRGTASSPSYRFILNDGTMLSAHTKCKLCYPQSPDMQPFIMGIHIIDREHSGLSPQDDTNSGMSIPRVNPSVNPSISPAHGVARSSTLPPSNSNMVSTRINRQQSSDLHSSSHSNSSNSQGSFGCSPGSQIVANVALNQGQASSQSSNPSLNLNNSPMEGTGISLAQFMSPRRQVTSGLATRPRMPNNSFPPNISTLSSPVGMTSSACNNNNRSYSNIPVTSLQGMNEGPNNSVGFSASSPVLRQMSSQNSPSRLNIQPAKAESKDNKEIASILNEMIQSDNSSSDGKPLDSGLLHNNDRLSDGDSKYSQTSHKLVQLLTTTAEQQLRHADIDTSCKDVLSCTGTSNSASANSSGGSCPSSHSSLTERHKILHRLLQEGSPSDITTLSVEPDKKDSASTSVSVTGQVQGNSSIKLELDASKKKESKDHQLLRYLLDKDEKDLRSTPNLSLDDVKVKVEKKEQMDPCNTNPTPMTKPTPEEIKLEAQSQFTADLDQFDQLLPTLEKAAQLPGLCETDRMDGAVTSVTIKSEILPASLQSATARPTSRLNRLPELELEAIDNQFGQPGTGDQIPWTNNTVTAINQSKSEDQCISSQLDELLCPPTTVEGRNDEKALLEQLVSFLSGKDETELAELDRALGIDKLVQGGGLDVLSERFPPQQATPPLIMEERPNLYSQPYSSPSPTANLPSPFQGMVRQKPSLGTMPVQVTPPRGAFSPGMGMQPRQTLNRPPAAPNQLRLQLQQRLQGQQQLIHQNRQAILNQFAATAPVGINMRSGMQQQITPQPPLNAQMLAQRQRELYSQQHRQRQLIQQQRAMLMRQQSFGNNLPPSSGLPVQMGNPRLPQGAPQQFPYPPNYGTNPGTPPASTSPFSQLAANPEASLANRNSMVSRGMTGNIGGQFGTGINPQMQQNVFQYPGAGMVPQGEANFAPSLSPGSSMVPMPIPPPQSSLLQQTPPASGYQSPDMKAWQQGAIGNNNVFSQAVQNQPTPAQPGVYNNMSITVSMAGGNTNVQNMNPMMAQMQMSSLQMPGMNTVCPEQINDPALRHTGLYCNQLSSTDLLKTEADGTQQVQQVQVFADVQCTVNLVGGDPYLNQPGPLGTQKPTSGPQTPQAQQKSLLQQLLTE
SRC3 inh – inhibits human SRC3 coactivator; inhibition, % at 3.6 µM; HEK293 GAL4-SRC3 luciferase reporter, luminescence; 360,000 tested, 0.17% active; AID 588352;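 active = inhibition above a per-campaign cutoff, the mean of all compounds plus 3 SD, cut at about 60% in these data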;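 also: 0% = DMSO-treated cells and 100% = gossypol-treated cells at 36 µM; higher means less SRC3-driven luciferase light from the GAL4 reporter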
NR5A2 inv ag – inverse agonists of human LRH-1 (NR5A2) | 360,000 tested, 0.13% active | HEK293T StAR-luciferase reporter, LRH-1 transfected, 24 h | O00482 | inhibition, % at 3.6 µM;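 active = inhibition above the mean inhibition of all tested compounds plus 3 SD, cut at about 73% in these data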;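 also: 0% = DMSO wells and 100% = reporter-only cells lacking LRH-1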
LMP1 NFkB inh – reduces LMP1-driven NF-kappaB luciferase signal; LMP1-induced NF-kappaB luciferase reporter cells, luminescence; 350,000 tested, 0.69% active; inhibition, % at 12.5 µM; AID 504558; in the data active = inhibition above about 41%;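 also: 0% = neutral control wells and 100% = reference inhibitor control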
CF NFkB block – blocks PAF-induced NF-kB reporter in cystic fibrosis cells; 360,000 tested, 0.86% active; inhibition, % at 5 µM; KKLEB NF-kB-GFP reporter, GFP fluorescence overnight;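 active = at least 50% inhibition at 5 µM, scaled per plate between neutral and stimulator controls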;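 also: PAF is a Pseudomonas aeruginosa culture filtrate used as stimulus; plate controls were PAF-stimulated DMSO wells for no effect and unstimulated DMSO wells for full effect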
An asterisk follows results filed as active; . = no result given.

SMILES	KKLEB cytotox	NR2F2 inh	TROY NFkB inh	TRAIL sens C8	TWEAK-Fn14 inh	NCOA2 inhibitor	NCOA1 inh	SRC3 inh	NR5A2 inv ag	LMP1 NFkB inh	CF NFkB block
CC(C)C(NC(=O)c1ccc(F)cc1)C(=O)N1CCC1 (configuration not stated)	10	-12	2	-2	8	-8	-4	-17	-7	2	-12
CCC(=O)C1CCCN(C(=O)CCc2nnc(-c3ccc4c(c3)OCO4)o2)C1 (configuration not stated)	10	-21	-23	-5	0	-9	-19	-32	-7	-13	-8
CC1CCCN(S(=O)(=O)c2ccc(C(=O)Nc3nnc(-c4ccco4)o3)cc2)C1 (configuration not stated)	-10	19	14	-2	29	5	12	-1	-2	6	-1
CCOC(=O)Cc1cnc(NC(=O)CSc2nc3ncnc(N)c3[nH]2)s1	-8	-17	-2	-6	-4	-5	-10	6	-2	-5	30
O=C1CC(C(=O)Nc2cccc(Cl)c2)n2ncnc2N1 (configuration not stated)	5	13	13	-5	-6	-22	-5	1	-11	2	-10
Cc1ccc(C)c(C2C(C#N)=C(N)Oc3cc(C)oc(=O)c32)c1 (configuration not stated)	3	-7	6	15	6	-4	-3	0	18	6	-4
O=S(=O)(c1ccc(Cl)s1)N1CCC(Cc2ccccc2)CC1	6	-3	-1	11	20	8	2	1	-1	-5	-12
Nc1nccnc1C(=O)OCc1nc2sc3c(c2c(=O)[nH]1)CCCC3	-2	-2	14	-3	-31	2	-14	0	13	-5	-28
COc1ccc(/C=C2\CCCC3C2=NN(C(=O)COC(=O)CNC(=O)c2ccccc2)C3c2ccc(OC)cc2)cc1 (configuration not stated)	1	-17	17	59*	8	-2	-12	2	13	-3	-6
Cc1cccc2sc(NC(=O)CSc3nnnn3C)nc12	3	5	-25	6	9	-34	-22	4	-1	-3	-18
O=C(OCc1nnc(-c2ccccc2)o1)c1cc(F)c(F)cc1Cl	6	19	-4	-8	-15	8	0	9	-1	3	-11
CC1CC(C)CN(c2nc(NCc3ccco3)nc(N)c2[N+](=O)[O-])C1 (configuration not stated)	-16	-5	25	14	36	19	14	34	14	4	18
Cc1ccc(C(=O)Nc2ccccc2-c2ccccc2)o1	3	2	7	-2	1	-17	-1	28	20	4	-33
N=C1C(c2ccccc2)=C(O)CN1CCCO	2	2	-10	-5	13	-2	11	3	30	-5	-9
CCOC(=O)C1CCCN(C(=O)c2cc(C#N)cs2)CC1 (configuration not stated)	2	2	7	-9	-2	0	10	12	-12	.	-4
Cc1ccc(NC(=O)CN2C(=O)c3ccccc3C2=O)c(C)c1	-9	18	-1	10	2	-4	6	12	6	-3	-4
Cn1cc(SCC(=O)Nc2nccs2)c2ccccc21	-13	-21	-35	7	-10	-34	-66	-95	-44	-32	-24
CCn1c(SCC(=O)NC2CCCCC2)nnc1C(CO)NC(=O)c1ccccc1 (configuration not stated)	6	-5	12	-20	-1	-5	-3	9	4	-3	8
O=C(CN(C(=O)C1CSC(=O)C1)c1cccc(F)c1)NC1CCCC1 (configuration not stated)	3	10	-5	-12	12	-9	-26	-2	26	0	-5
C#CC(=O)N(c1cccc(OC)c1)C(C(=O)NC1CCCC1)c1cccs1 (configuration not stated)	-97*	-9	28	96*	55*	-15	26	59	81*	96*	94*
CS(=O)(=O)N(CC(=O)NC1CCCC1)C1CCCCC1	11	-1	-14	-1	-10	-10	-5	19	0	5	-16
CCOC(=O)CNC(=O)N(C)[C@H]1C[C@H]2c3[nH]c4ccccc4c3CCN2C[C@H]1[C@H](C)O	-5	-9	-4	-16	17	4	1	7	-3	.	-22
CN(C)c1ccc(CN(C(=O)/C=C/c2ccccc2Cl)C2CCS(=O)(=O)C2)cc1 (configuration not stated)	4	17	-17	-18	9	-18	1	9	-6	.	4
COc1c2occc2c(OC(C)=O)c2c(=O)cc(C)oc12	-7	11	-19	-3	12	26	9	27	-2	-6	19
Cc1ccc(CCNC(=O)CC2Oc3ccc(C)cc3NC2=O)cc1 (configuration not stated)	-6	2	-19	4	5	-2	10	20	-14	2	25
COc1ccc(NC(=S)NCC(c2ccco2)N2CCCC2)cc1 (configuration not stated)	29	-3	-20	-1	5	3	12	14	-18	-2	-11
CC(C)(C)c1ccc(CC(=O)N2CCC2(C)C(=O)Nc2ccc3[nH]ncc3c2)cc1 (configuration not stated)	-12	-2	7	10	-7	19	0	-2	-23	.	13
COc1cc(OC)cc(C(=O)Nc2ccccc2N2CCOCC2)c1	7	-3	-18	0	-6	13	-21	2	22	1	-7
COc1ccccc1OCc1ccc(C(=O)N(C)c2ccccc2)o1	1	-6	9	-8	9	-1	-15	3	-22	8	7
O=C(N[C@@H]1C/C=C\C[C@@H](CC(=O)N(CCO)Cc2ccccc2)C(=O)N[C@@H](c2ccccc2)COC1=O)OCC1c2ccccc2-c2ccccc21	3	-8	1	-1	-12	-15	-6	6	9	11	6
CCSc1nnc(NC(=O)c2ccc(F)c(S(=O)(=O)N3CCOCC3)c2)s1	1	8	1	-5	0	-9	-2	0	-9	1	10
Clc1cc(-c2ccc(/C=N/n3cnnc3)o2)ccc1Br	3	-11	-22	-5	14	-6	-36	-4	-3	2	-24
CCCCCc1c(O)nc(SCCN(C)C)[nH]c1=O	6	-8	1	14	-2	-11	-44	-22	-13	-10	-14
CCn1nc(NS(=O)(=O)c2ccccc2)c2cc3cc(C)ccc3nc21	-1	-14	-12	13	-4	12	-14	-28	-14	-8	-4
Cc1nn(C)c(C(=O)NC2C3CC4CC(C3)CC2C4)c1Cl (configuration not stated)	0	-12	-3	-9	1	-16	-12	13	-11	-2	8
CC1C[C@@]2(NC(=O)NC2=O)C(C)CN1C (some centres not stated)	2	4	9	-24	1	-1	-40	-4	3	-5	-5
COc1ccc(NC(=O)N/C=C/c2ccccc2)cc1	4	-57	-4	0	6	-34	-59	-53	-62	-15	0
Cc1nn(CC(=O)Nc2ccc3c(c2)nc(CN2CCCC2)n3C)c(=O)c2ccccc12	-9	-2	0	16	-17	-6	-8	2	22	-19	-9
CC1CC2=C(NC(=S)NC2c2ccccc2F)/C(=C/c2ccccc2F)C1 (configuration not stated)	4	9	1	-3	9	5	-9	9	4	0	-2
Nc1nc(SCC(=O)Nc2ccc(F)cc2)[nH]c(=O)c1NC(=O)c1ccc(F)c(F)c1	-6	12	0	-8	-23	13	9	3	-22	-2	20
O=C(C1CC1)N1CCN(S(=O)(=O)c2ccc3c(c2)OCCO3)CC1	9	-2	3	0	-7	-34	5	8	5	7	14
N=C1C(=O)OCC1c1ccccc1NC(=O)CN1CCCCC1 (configuration not stated)	11	.	8	0	2	.	-48	10	15	8	-1
CCOC(=O)c1sc2ncn(/N=C/c3cccnc3)c(=O)c2c1C	1	-9	-23	-8	-19	-3	-2	-7	-4	-1	-8
O=[N+]([O-])c1ccc(Oc2ccc(F)cc2Br)c2ccncc12	-24	14	25	-6	70*	42	16	-5	-1	20	65*
CCCCN(CC)CCCNC(=O)c1ccc2c(c1)N(CC)C(=O)c1ccccc1S2(=O)=O	2	-14	-4	3	11	-25	-5	5	-3	-3	-2
COc1ccc(NC(=O)CCCNC(=O)c2ccc(Cl)cc2)cc1S(=O)(=O)N1CCCCC1	5	-5	4	-3	6	3	-18	-1	13	-5	-7
COC(=O)c1c(-c2ccc(OC)cc2)oc2ccccc12	1	-3	-43	-3	-4	-2	11	17	5	5	2
Cc1noc(C)c1CSCC(=O)Nc1ccccc1N1CCCCC1	9	.	-7	9	-26	.	-19	5	-12	7	-14
Oc1ccc2sc(-c3ccccc3O)c(-c3ccc(OCCN4CCCCC4)cc3)c2c1	.	-7	7	27	-25	17	.	.	-10	.	.
C/C(=N\NC(=O)c1sccc1-n1cccc1)c1cccs1	3	-1	-11	1	-21	-6	-4	-8	-4	-2	-14
The list continues.
SMILES	KKLEB cytotox	NR2F2 inh	TROY NFkB inh	TRAIL sens C8	TWEAK-Fn14 inh	NCOA2 inhibitor	NCOA1 inh	SRC3 inh	NR5A2 inv ag	LMP1 NFkB inh	CF NFkB block
COCC(=O)Nc1cc(C(=O)NCCc2ccccc2)ccc1Cl	-14	-7	-75	29	29	-45	-76	-44	-106	-17	10
CS(=O)(=O)c1ccccc1-c1nnc(NC(=O)COc2ccc(Cl)cc2)o1	8	2	11	-23	-3	2	3	-7	-8	1	-21
COc1ccc(Cl)cc1N(CC(=O)N1CCC(C)CC1)S(C)(=O)=O	2	2	-10	-10	5	3	3	17	20	-2	0
CC1CCN(Cc2ccc(NC(=O)C3CCN(c4nnc(-n5cccc5)s4)CC3)cc2)CC1	3	8	17	16	0	8	2	-3	-12	6	28
Cc1cc2ccccc2n1CCNC(=O)C1CC1	15	-14	-12	-16	3	3	-6	-7	2	-5	-14
NC(=O)c1ccccc1NC(=O)NC1CCCCC1	5	2	-11	-4	-2	-12	-33	13	-23	0	4
Cc1ccc(S(=O)(=O)Nc2ccccc2C(=O)Nc2sccc2C(=O)NN(C)C)cc1	12	-47	-25	3	1	-4	-41	-9	-7	-11	-18
Cc1nn(S(=O)(=O)c2cccc([N+](=O)[O-])c2)c(C)c1Br	7	0	13	-11	5	-22	-2	0	5	-3	-4
COc1ccc(CCNC(=O)c2n[nH]c3ccccc23)cc1	12	1	-51	7	-19	-26	-57	-1	-39	-19	-1
COC(=O)CCCC1=CC2=C(c3ccccc3)C(=O)C(C)(OC(=O)C3CCCC3)C(=O)C2=CN1C1CC1 (configuration not stated)	-12	17	-4	-4	-9	-27	2	-10	10	4	0

2 entries from above, reformatted:
smiles | KKLEB cytotox | NR2F2 inh | TROY NFkB inh | TRAIL sens C8 | TWEAK-Fn14 inh | NCOA2 inhibitor | NCOA1 inh | SRC3 inh | NR5A2 inv ag | LMP1 NFkB inh | CF NFkB block
Cc1ccc(C)c(C2C(C#N)=C(N)Oc3cc(C)oc(=O)c32)c1 (configuration not stated) | 3 | -7 | 6 | 15 | 6 | -4 | -3 | 0 | 18 | 6 | -4
COc1ccc(CCNC(=O)c2n[nH]c3ccccc23)cc1 | 12 | 1 | -51 | 7 | -19 | -26 | -57 | -1 | -39 | -19 | -1

New compounds follow
SMILES	KKLEB cytotox	NR2F2 inh	TROY NFkB inh	TRAIL sens C8	TWEAK-Fn14 inh	NCOA2 inhibitor	NCOA1 inh	SRC3 inh	NR5A2 inv ag	LMP1 NFkB inh	CF NFkB block
COc1cccc(C(=O)N(CN2CCCC2=O)c2cc(C)on2)c1	12	-3	2	-13	25	-19	14	6	11	2	-9
CC(C)(C)n1nc2c(c1NC(=O)c1ccccc1S(=O)(=O)C(F)F)CS(=O)(=O)C2	15	2	11	-10	5	-34	-3	5	22	1	-32
O=C1CC(NNc2nc3ccccc3s2)C(=O)N1c1ccccc1 (configuration not stated)	13	-3	61*	-4	4	-3	-10	-16	13	-14	8
CCCCNc1c(-c2cccc(OC)c2)nc2nc(C)cc(C)n12	.	-18	-24	13	-16	-21	.	.	2	.	.
COc1ccc(CCNc2cc(C)[nH]c(=O)c2)cc1OC	3	-6	-2	3	5	3	-66	-2	-10	-3	-14
O=C(NCCS(=O)(=O)NC1CCCCC1)c1ccc2c(c1)OCO2	8	-22	-4	8	-13	-9	-12	-1	10	-1	-4
Cc1ccc(-c2c[n+](CC(=O)N3c4ccccc4Sc4ccccc43)c3n2CCC3)cc1	5	4	20	16	12	-20	-3	31	26	4	9

High-throughput results deposited in PubChem by several laboratories.
